# ADAM10 inh: inhibitors of human ADAM10; O14672; recombinant ADAM10, EDANS/DABCYL FRET peptide cleavage, 3 h; inhibition, % at 7 µM; 370,000 compounds, 0.62% hits; AID 720582;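 active = inhibition above a per-campaign cutoff equal to the mean of compounds falling between control-based bounds plus 3 SD, cut at about 20% in these data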;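 also: 0% = DMSO wells while the 100% control is not disclosed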
# DAX1 inh-1: NR0B1 (DAX1) inhibition. P51843. HEK293 Gal4-DAX1 luciferase reporter, luminescence. inhibition, % at 6.75 µM. 340,000 compounds, 0.99% hits. AID 504766;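 active = inhibition above the mean over all tested compounds plus 3 SD, cut at about 4.2% in these data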;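 also: 0% = DAX1-transfected cells with DMSO and 100% = empty-vector control cells with DMSO; inhibition shows as a rise in luminescence from relieved DAX1 repression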
# Target sequence (P51843 207-470 limits assumed): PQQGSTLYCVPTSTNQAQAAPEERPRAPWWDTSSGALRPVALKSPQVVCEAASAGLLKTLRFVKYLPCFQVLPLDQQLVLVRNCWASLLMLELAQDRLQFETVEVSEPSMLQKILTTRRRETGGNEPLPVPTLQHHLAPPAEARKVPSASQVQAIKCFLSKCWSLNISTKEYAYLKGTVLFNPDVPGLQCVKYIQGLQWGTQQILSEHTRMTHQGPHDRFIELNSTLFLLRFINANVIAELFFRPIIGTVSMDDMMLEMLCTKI
# DAX1 inh-2: inhibitors of DAX1 repression of SF-1 activated StAR promoter; inhibition, % at 6.8 µM; HEK293T StAR-luciferase reporter, SF-1/DAX-1 repression relief; 370,000 compounds, 1.1% hits; AID 652010;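 active = inhibition above the mean over all tested compounds plus 3 SD, cut at about 3.6% in these data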;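 also: 0% = DAX-1 cells with DMSO and 100% = cells lacking DAX-1 with DMSO; higher inhibition means more luminescence from relief of DAX-1 repression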
# SMARCA2 act: activators of SMARCA2 function; MG213 cells, MMTV-luciferase reporter, dexamethasone, overnight; activation, % at 9.1 µM; 370,000 compounds, 1% hits; AID 652017; in the data active = activation above about 7.8%;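 also: 0% = vehicle wells and 100% = reference activator wells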
# hcDAF-12 act: activators of H. contortus DAF-12 nuclear receptor; HEK293 hcDAF-12 lit1-tk-luc reporter, luminescence; 0% DMSO, 100% Δ7-dafachronic acid; 370,000 compounds, 1.4% hits; activation, % at 6.8 µM; AID 652067;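 active = activation above the mean of all tested compounds plus 3 SD, cut at about 5.5% in these data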;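 also: 100% = response to 3 µM Δ7-dafachronic acid high control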
# NPR2 activator: GC-B (human) receptor activation; P20594; HEK293-GC-B cells, CNP EC30, cGMP TR-FRET; 0% at EC30 CNP, 100% saturating CNP; activation, % at 10 µM; 370,000 compounds, 0.11% hits;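 active = activation at 10 µM reaching about 35% in either raw or pattern-adjusted values, limit read from the data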
# NPR1 activator: GC-A (human) enzyme activation. HEK293 GC-A cells, cGMP TR-FRET, EC30 ANP; 0% at EC30 ANP, 100% saturating ANP. P16066. activation, % at 10 µM. 370,000 compounds, 0.14% hits. AID 1671463; in the data active = activation above about 40%
# HGIII-sPLA2 inh: Inhibits HGIII-sPLA2 liposome hydrolysis, primary screen; Q9NZ20; inhibition, % at 12.2 µM; QFRET BODIPY PC-A2 liposome hydrolysis, fluorescence; 370,000 compounds, 0.56% hits;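 active = inhibition above mean plus 3 SD of compounds lying within the high and low control bounds, cut at about 19% in these data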;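 also: 0% = median of test compound wells and 100% = no enzyme DMSO wells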
# Target sequence (Q9NZ20 whole entry, looked up): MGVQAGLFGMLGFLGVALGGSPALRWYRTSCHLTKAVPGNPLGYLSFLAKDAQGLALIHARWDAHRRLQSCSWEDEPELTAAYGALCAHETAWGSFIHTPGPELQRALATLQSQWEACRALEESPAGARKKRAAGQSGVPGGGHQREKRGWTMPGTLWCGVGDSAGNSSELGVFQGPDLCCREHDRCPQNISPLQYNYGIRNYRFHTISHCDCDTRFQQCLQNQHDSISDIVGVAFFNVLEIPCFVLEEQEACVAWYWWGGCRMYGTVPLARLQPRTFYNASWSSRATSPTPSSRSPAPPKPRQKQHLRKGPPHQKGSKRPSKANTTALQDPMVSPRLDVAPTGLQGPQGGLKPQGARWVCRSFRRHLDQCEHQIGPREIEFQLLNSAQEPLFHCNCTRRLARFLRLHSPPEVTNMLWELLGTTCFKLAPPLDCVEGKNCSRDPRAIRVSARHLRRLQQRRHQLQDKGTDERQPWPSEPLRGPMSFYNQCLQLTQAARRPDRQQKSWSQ
# ssDAF12 agonist: activators of S. stercoralis DAF-12 nuclear receptor | 370,000 compounds, 1% hits | HEK293 ssDAF-12/GRIP1 lit1-tk-luc reporter, luminescence; % of 3 µM dafachronic acid response | activation, % at 6.8 µM | AID 652126;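 active = activation above the mean over all tested compounds plus 3 SD, cut at about 0.9% in these data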;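 also: 0% = DMSO-only wells and 100% = 3 µM delta7-dafachronic acid wells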
# GAA850 FXN act: activators of GAA850 frataxin (FXN) promoter. HEK293 lucGAA850 FXN promoter luciferase reporter, 24 h; percent of 10 µM SAHA response. activation, % at 6 µM. AID 540364. 360,000 compounds, 0.56% hits;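 active = activation above the average of all compounds screened plus 3 SD, cutoff fixed separately per campaign, cut at about 7.5% in these data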;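 also: 0% = DMSO wells and 100% = 10 µM SAHA wells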
# hgDAF12 agonist: activates the H. glycines DAF-12 receptor ligand-binding domain; activation, % at 6.8 µM; 370,000 compounds, 1.8% hits; HEK293 GAL4-hgDAF12 UAS-luciferase reporter, agonist luminescence; normalized to butyrate control;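 active = activation above a cutoff set at the mean of all screened compounds plus 3 SD, cut at about 10% in these data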;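 also: 0% = DMSO wells and 100% = sodium butyrate wells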
# The depositor's hits bear a star; i = inactive; / = no result given. Rows were taken by chance; 6.6% or so of the library scored in one or more.
SMILES,ADAM10 inh,DAX1 inh-1,DAX1 inh-2,SMARCA2 act,hcDAF-12 act,NPR2 activator,NPR1 activator,HGIII-sPLA2 inh,ssDAF12 agonist,GAA850 FXN act,hgDAF12 agonist
O=C(CN1CCN(c2ccccc2F)CC1)Nc1nnc(C(F)(F)F)s1,-1,3.3,-0.5,-4,-1.9,1,0,0,-0.9,-0.4,6.3
CCN(CC)S(=O)(=O)c1ccc(OC)c(NC(=O)c2cc([N+](=O)[O-])ccc2Cl)c1,5,-0.5,-0.4,0,-2.0,-3,-7,9,-0.5,-0.8,-1.0
COc1ccc(NC(=O)CN(C)S(=O)(=O)c2cnc[nH]2)cc1Cl,3,0.2,0.3,4,0.8,4,2,-8,-0.5,2.8,-0.5
COc1ccc2oc(C(=O)NCc3ccco3)c(C)c2c1,-83,-0.1,2.5,2,0.3,3,-1,3,-1.0,5.2,2.2
CCN(CC)CCCNC(=O)c1cc2cc(Cl)ccc2nc1N,i,/,1.3,2,2.0,-2,-2,9,-0.5,/,1.0
Cc1cccc(NS(=O)(=O)c2ccc([N+](=O)[O-])cc2)n1,-3,0.7,-0.3,-1,0.7,4,-3,-3,-1.2,0.9,-0.1
Cc1ccc(NC(=S)/N=C(\N)Nc2nc(C)c3ccccc3n2)cc1C,-8,-0.3,-0.1,-4,-4.0,-2,7,5,-0.4,3.6,-0.7
COc1ccc(CCn2c(O)c(C=Nc3cccc(F)c3)c(=O)[nH]c2=O)cc1OC,-2,/,-0.1,-5,0.8,0,5,6,-1.2,1.6,0.1
Cc1cccc(NC(=O)C2(C)CC3c4ccccc4C2c2ccccc23)c1 (centres undefined),-4,0.7,-0.3,-2,-0.2,-11,-3,2,-1.6,5.7,-1.7
O=[N+]([O-])c1ccc(S(=O)(=O)N2CCN(c3ccc(N4CCOCC4)nn3)CC2)cc1,-8,-0.7,-1.2,-1,-1.5,-16,1,3,-0.2,1.5,0.4
Cc1cc(Br)cn2c(Cc3ccccc3C(F)(F)F)c(-c3ccc(C#N)cc3)nc12,-10,/,-0.1,-2,0.7,13,3,-19,-0.4,/,-0.2
Cc1ccc(S(=O)(=O)N2CCC(C(=O)Nc3nnc(C)s3)CC2)cc1,-6,-0.9,-0.2,-3,-0.1,6,-1,5,-0.5,-2.3,-2.7
COCC#Cc1cnc2c(c1)C(=O)N([C@@H](C)CO)C[C@H](C)[C@H](CN(C)C(=O)c1ccc3c(c1)OCO3)O2,-8,/,-0.2,0,1.1,2,1,1,-1.1,/,1.4
CCC(=O)N/N=C/c1ccc(-c2ccc([N+](=O)[O-])cc2)o1,8,1.0,-1.5,0,-1.0,-12,-1,2,-1.2,3.5,6.1
CC(C)C[C@@H](CNCC(=O)[C@H](Cc1ccccc1)NC(=O)c1[nH]cnc1C(=O)N[C@@H](C)CN)NC(=O)c1nc[nH]c1C(=O)N[C@@H](C)C(=O)O,-12,-1.5,0.6,-4,-0.2,5,5,8,-0.2,-0.6,-0.7
O=C(c1cccnc1NCc1ccc(F)cc1)N1CCOCC1,-5,1.0,-0.1,0,-1.1,0,3,3,-0.9,2.5,-0.4
CCOc1ccc(S(=O)(=O)N2CCC(C(=O)NC3CC3)CC2)cc1C,-2,0.2,-0.1,-3,-0.2,5,-4,2,-1.1,0.0,-2.3
CCOC(=O)Cc1ccc2sc(-c3ccccc3)nc2c1,-2,3.6,3.0,2,3.7,0,6,3,-0.1,6.0,13*
CCOc1ccccc1-c1cc(C(=O)N/N=C/c2ccc(O)c(OC)c2)c2ccccc2n1,7,-2.6,-1.2,-4,-0.7,5,10,-17,-1.9,-3.8,-9.8
C=CCN1C(=O)N(c2ccc(Cl)cc2)C(=O)C1CC(=O)Nc1ccc(F)cc1 (centres undefined),10,-1.6,0.2,-3,-1.6,-3,-1,-13,-1.8,-1.0,0.2

# 3 entries drawn at random from the list so far:
SMILES,ADAM10 inh,DAX1 inh-1,DAX1 inh-2,SMARCA2 act,hcDAF-12 act,NPR2 activator,NPR1 activator,HGIII-sPLA2 inh,ssDAF12 agonist,GAA850 FXN act,hgDAF12 agonist
COCC#Cc1cnc2c(c1)C(=O)N([C@@H](C)CO)C[C@H](C)[C@H](CN(C)C(=O)c1ccc3c(c1)OCO3)O2,-8,/,-0.2,0,1.1,2,1,1,-1.1,/,1.4
Cc1cc(Br)cn2c(Cc3ccccc3C(F)(F)F)c(-c3ccc(C#N)cc3)nc12,-10,/,-0.1,-2,0.7,13,3,-19,-0.4,/,-0.2
CC(C)C[C@@H](CNCC(=O)[C@H](Cc1ccccc1)NC(=O)c1[nH]cnc1C(=O)N[C@@H](C)CN)NC(=O)c1nc[nH]c1C(=O)N[C@@H](C)C(=O)O,-12,-1.5,0.6,-4,-0.2,5,5,8,-0.2,-0.6,-0.7

# Next part.
SMILES,ADAM10 inh,DAX1 inh-1,DAX1 inh-2,SMARCA2 act,hcDAF-12 act,NPR2 activator,NPR1 activator,HGIII-sPLA2 inh,ssDAF12 agonist,GAA850 FXN act,hgDAF12 agonist
COc1ccc(CCNC(=O)C(=O)NCC2CCCN2S(=O)(=O)c2ccccc2)cc1OC (centres undefined),-7,-1.5,-5.3,-1,-2.5,2,3,8,-1.6,-7.5,-6.8
CC(=O)c1ccc(-n2nnnc2SCC(=O)N2CCc3ccccc3C2)cc1,10,0.4,-0.4,2,-0.4,-2,4,-12,-1.1,-3.0,0.4
O=C(COC(=O)CCCCCN=C1NS(=O)(=O)c2ccccc21)Nc1ccc(Cl)c(Cl)c1,10,1.4,-0.4,0,-1.5,-9,2,-57,-1.7,0.6,-0.7
COc1ccccc1NC(=O)c1ccc(S(=O)(=O)N2CCOCC2)cc1,-4,0.4,-1.1,0,-0.8,6,0,4,-1.4,0.8,0.3
Cc1c(C(=O)OCC(=O)N2CC(=O)Nc3ccccc32)oc2ccccc12,0,-1.2,0.3,3,-2.3,-1,-5,2,-1.3,1.0,2.3
OCCN1CCN(CC#CCC(c2ccccc2)c2ccccc2)CC1,4,-1.1,0.4,-1,0.2,-5,-3,-7,-1.3,0.5,0.8
O=S(=O)(c1ccccc1)N1CCN(C(=S)Nc2ccc(Br)cc2)CC1,-9,-0.3,0.4,-2,-0.8,5,-1,6,-1.3,-0.8,0.2
CN(C)c1ccc(/C=C2/SC(=O)N(CCN=C3NS(=O)(=O)c4ccccc43)C2=O)cc1,-2,0.1,0.2,3,-0.1,-2,1,-3,-1.3,4.0,4.7
CN(CC(=O)Nc1ccccc1N1CCCC1)S(=O)(=O)c1ccc(F)cc1,-11,-1.6,-1.9,0,0.8,3,-5,8,-1.2,0.5,-1.8
COc1cc([N+](=O)[O-])cc(/C=N/NC(=O)CSc2ccccn2)c1O,0,-1.2,0.0,-1,-1.1,-1,8,6,-0.5,0.7,-2.0
CCOc1ccc(NC(=O)CN(C)C(=O)CCCOc2ccc(Cl)c(C)c2)cc1OCC,17,-0.8,-3.5,-3,-2.5,-6,-4,-14,-1.5,0.0,-1.1
CCn1c(COc2cc(C)ccc2C(C)C)nnc1SCC(=O)Nc1nccs1,-15,1.1,-0.3,-3,-0.7,3,-9,11,-0.5,2.1,1.4
C#CCNC(=O)C[C@H]1C[C@@]2(C(=O)OC)C(=C[C@H](C3CCCC3)O[C@@H]2C)N(Cc2ccco2)C1=O,-5,/,-0.1,-2,0.4,-8,-9,3,-1.0,/,-2.8
CC(C)n1c(SCC(=O)c2ccc3c(c2)OCCO3)nc2c1c(=O)n(C)c(=O)n2C,-6,/,-0.3,-1,1.1,8,9,-1,-1.3,/,1.3
O=C(O)c1cc(S(=O)(=O)NCc2ccco2)c(Cl)cc1Cl,-14,-0.3,0.2,-1,-0.3,2,1,5,-0.9,-0.4,2.6
C(=N\Nc1nc2ccccc2[nH]1)/c1cccc2cccnc12,4,-4.5,-1.1,-3,1.1,-14,1,37*,0.4,-10,-3.2
COC(=O)C1=C(C)N(Cc2ccccc2)C(=NCCc2ccccn2)N[C@H]1c1cccc(F)c1,0,0.7,-0.3,0,-0.3,-26,-18,-4,-1.1,-6.5,1.8
CCc1ccc(-c2nc(CN3CCC(C(=O)NCCN(CC)c4ccccc4)CC3)c(C)o2)cc1,2,-1.4,-0.5,2,-1.6,-23,-19,-17,-1.8,-5.1,0.4
COc1ccc(C)cc1NC(=O)C1CCCN(S(=O)(=O)c2cnc[nH]2)C1 (centres undefined),6,0.6,0.7,-2,-0.4,-5,4,-15,-1.7,-1.0,0.3
COCC1CCCN(Cc2cn(Cc3ccccc3)nc2-c2cc3ccccc3o2)C1 (centres undefined),-5,-0.9,0.5,-4,-0.8,-6,-7,-4,-1.2,2.9,9.2
CC(C)(C)c1ccc(C(=O)NC(=S)N2CCCCCC2)cc1,14,-0.1,-1.1,-1,-1.3,0,3,15,-1.1,-1.6,1.4
Cc1ccc(C(=O)Nc2cccc3ccccc23)o1,-3,/,0.1,2,0.6,5,-2,1,-1.2,2.7,-0.1
CCCOc1ccc(-c2c(C(=O)N/N=C/c3ccncc3)nnn2-c2nonc2N)cc1,1,0.1,-3.3,-1,-1.9,2,-2,-8,-1.6,2.4,1.7
O=S(=O)(c1cccc2nsnc12)N1CCN(C/C=C/c2ccccc2)CC1,2,-0.6,0.7,-1,-1.5,4,-1,-3,-1.7,1.9,1.3

# Entries of single compounds as entered above.
# Results for CCC(=O)N/N=C/c1ccc(-c2ccc([N+](=O)[O-])cc2)o1 = ADAM10 inh = 8; DAX1 inh-1 = 1.0; DAX1 inh-2 = -1.5; SMARCA2 act = 0; hcDAF-12 act = -1.0; NPR2 activator = -12; NPR1 activator = -1; HGIII-sPLA2 inh = 2; ssDAF12 agonist = -1.2; GAA850 FXN act = 3.5; hgDAF12 agonist = 6.1
# Results for O=[N+]([O-])c1ccc(S(=O)(=O)N2CCN(c3ccc(N4CCOCC4)nn3)CC2)cc1 = ADAM10 inh = -8; DAX1 inh-1 = -0.7; DAX1 inh-2 = -1.2; SMARCA2 act = -1; hcDAF-12 act = -1.5; NPR2 activator = -16; NPR1 activator = 1; HGIII-sPLA2 inh = 3; ssDAF12 agonist = -0.2; GAA850 FXN act = 1.5; hgDAF12 agonist = 0.4
# Results for Cc1ccc(S(=O)(=O)N2CCC(C(=O)Nc3nnc(C)s3)CC2)cc1 = ADAM10 inh = -6; DAX1 inh-1 = -0.9; DAX1 inh-2 = -0.2; SMARCA2 act = -3; hcDAF-12 act = -0.1; NPR2 activator = 6; NPR1 activator = -1; HGIII-sPLA2 inh = 5; ssDAF12 agonist = -0.5; GAA850 FXN act = -2.3; hgDAF12 agonist = -2.7
